Source: PubChem
RPL19A-GFP yeast: modulators of TOR pathway RPL19A-GFP in S. cerevisiae. S. cerevisiae RPL19A-GFP strain, flow cytometry, 3 h; stronger effect = lower value. 330,000 tested, 0.3% active. percent response vs DMSO, % at 10 µM. AID 2025;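 active = percent response vs DMSO below 50%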;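 note: median channel GFP fluorescence of the barcoded RPL19A-GFP strain; ratio of sample median GFP to plate DMSO average so 100% = DMSO; lower means less RPL19A-GFP as with rapamycin TOR inhibition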
GASC-1 inh: inhibitors of human GASC-1 (JMJD2C) demethylase; Q9H3R0; GST-JMJD2C(1-420) H3K9me3 demethylation, DELFIA europium; inhibition, % at 2.35 µM; 330,000 tested, 0.069% active;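 active = more than half of a compound's replicate wells show inhibition beyond 50%, single wells judged on their own value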;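 note: signal counts dimethyl H3K9 product captured on neutravidin plate; 0% = median of DMSO wells and 100% = 0.3 times that DMSO median; strong numbers were not always called active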
Target sequence (Q9H3R0 1-420 limits assumed): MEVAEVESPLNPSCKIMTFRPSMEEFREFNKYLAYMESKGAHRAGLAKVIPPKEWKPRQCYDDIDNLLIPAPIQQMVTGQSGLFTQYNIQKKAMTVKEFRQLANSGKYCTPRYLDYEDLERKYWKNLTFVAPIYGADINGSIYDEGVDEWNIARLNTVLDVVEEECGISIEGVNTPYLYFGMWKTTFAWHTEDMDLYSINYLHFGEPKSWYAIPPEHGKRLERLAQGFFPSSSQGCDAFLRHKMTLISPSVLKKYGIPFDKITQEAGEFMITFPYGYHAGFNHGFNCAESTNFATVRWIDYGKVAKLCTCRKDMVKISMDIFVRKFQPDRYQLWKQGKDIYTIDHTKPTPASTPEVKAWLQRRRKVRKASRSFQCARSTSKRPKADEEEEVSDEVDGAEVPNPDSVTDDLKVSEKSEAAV
procasp7 counter: counter-screen: procaspase-7 (human) activation. 330,000 tested, 0.093% active. activation, % at 8.5 µM. P55210. recombinant procaspase-7, Ac-DEVD-pNA absorbance 405 nm; D23A/D198A/D206A triple mutant, cannot self-cleave; scale: DMSO 0, 5 µM enzyme 100;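 active = percent activation above the screen-wide mean plus 3 SD, cut at about 25% in these data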
Target sequence (P55210 whole entry D23A/D198A/D206A): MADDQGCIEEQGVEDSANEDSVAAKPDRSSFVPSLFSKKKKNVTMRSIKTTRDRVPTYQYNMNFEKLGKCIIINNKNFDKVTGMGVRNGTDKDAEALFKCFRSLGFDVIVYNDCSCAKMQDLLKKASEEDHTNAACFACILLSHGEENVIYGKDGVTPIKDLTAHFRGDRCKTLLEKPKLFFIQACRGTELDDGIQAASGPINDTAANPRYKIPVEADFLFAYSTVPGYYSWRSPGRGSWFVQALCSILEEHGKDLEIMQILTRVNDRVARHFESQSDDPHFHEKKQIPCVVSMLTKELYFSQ
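Assay system – Uncleavable procaspase-7 mutant enzyme · Quantity – 2 µM procaspase-7 mutant as dispensed · Times – 1 h preincubation, 2 h reaction · Dosing – single nominal 8.5 µM compound dose, 0.8% DMSO final · Buffer or medium – Zinc-free 50 mM HEPES buffer, pH 7.4, with NaCl and Triton X-100 · Detection – Epi-absorbance of released pNA at 405 nm, two timepoints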
CR mimetic SO: lowers age-related superoxide in aged yeast cells; S. cerevisiae aged cells, superoxide DHE fluorescence; stronger effect = lower value; superoxide response (% of plate mean), % at 10 µM; 330,000 tested, 0.18% active;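 active = superoxide response under a set limit, about three screen SD below normal, cut at about 65% in these data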;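 note: yeast aged for seven days with compound at 30 °C before DHE staining; 100% = average MFI of all compound-treated wells on the plate with controls excluded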
proCasp3 act: activators of human procaspase-3; 330,000 tested, 0.11% active; AID 463141; recombinant procaspase-3 D3A, Ac-DEVD-pNA absorbance 405 nm; P42574; activation, % at 8.5 µM;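 active = activation above the mean of all tested compounds plus 3 SD, cut at about 21% in these data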;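 note: 0% = DMSO alone and 100% = DMSO wells spiked with extra 5 µM PC-3 D3A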
Target sequence (P42574 whole entry D9A/D28A/D175A): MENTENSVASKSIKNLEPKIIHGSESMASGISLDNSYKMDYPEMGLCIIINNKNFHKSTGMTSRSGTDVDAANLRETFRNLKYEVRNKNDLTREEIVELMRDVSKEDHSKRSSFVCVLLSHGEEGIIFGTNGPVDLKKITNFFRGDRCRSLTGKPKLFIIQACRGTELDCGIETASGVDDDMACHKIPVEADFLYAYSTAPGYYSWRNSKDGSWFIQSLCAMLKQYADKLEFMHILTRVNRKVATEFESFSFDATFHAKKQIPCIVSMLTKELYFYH
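assay system = Procaspase-3 D3A mutant | signal = absorbance at 405 nm, 0 and 120 min | times = 1 h preincubation plus 2 h reaction at 25 °C | repeats = single replicate | read-out = % activation between DMSO and enzyme-spiked controls | medium = Zinc-free HEPES saline buffer with Triton X-100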
LAP4 TOR yeast: alters LAP4-GFP fluorescence in TOR pathway yeast screen; 320,000 tested, 0.34% active; S. cerevisiae LAP4-GFP multiplex, flow cytometry GFP, 3 h; median GFP as percent of DMSO wells; GFP response vs DMSO, % at 10 µM; AID 2023;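 active = GFP response vs DMSO above a set limit, about the screen mean plus 3 SD, cut at about 150% in these data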
MEP2 TOR yeast: alters MEP2-GFP fluorescence in TOR pathway yeast screen; GFP response vs DMSO, % at 10 µM; 330,000 tested, 0.51% active; S. cerevisiae MEP2-GFP strain, flow cytometry GFP, 3 h; 100% = DMSO control level; AID 2016;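 active = GFP response versus DMSO above a set limit, roughly screen mean plus 3 SD, cut at about 180% in these data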;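 note: median GFP fluorescence of the barcode-gated MEP2-GFP cells per well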
AHR act: activators of human aryl hydrocarbon receptor; P35869; AID 2796; activation, % at 5 µM; AHR-responsive luciferase reporter cells, luminescence; 320,000 tested, 2.5% active; in the data active = activation above about 47%;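 note: 0% = vehicle wells and 100% = reference agonist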
The depositor's hits bear a star; / = not tested or not shown; [ ] = another dose, or the depositor's remark.

Under each structure – RPL19A-GFP yeast	GASC-1 inh	procasp7 counter	CR mimetic SO	proCasp3 act	LAP4 TOR yeast	MEP2 TOR yeast	AHR act
- CC(=O)Nc1cccc(NC(=O)CS(=O)(=O)c2cn(CC(=O)N(C(C)C)C(C)C)c3ccccc23)c1
    95.5	-15.5	0.2	99.1	4.2	107.8	114.4	5.8
- COCCNC(=O)c1c(CS(=O)(=O)c2ccccc2)noc1C(=O)NCc1ccccc1
    /	14.1	-3.1	/	8.2	/	/	0.2
- Cc1cc(Cl)ccc1OCCCC(=O)NN
    97.2	-1.6	4.6	108.6	-2.0	92.0	99.5	10.6
- CCOc1ccc(NC(=S)c2ccncc2)cc1
    101.1	-1.7	4.9	98.5	-1.1	97.0	102.9	3.0
- Fc1ccc(CN2CCN(C(=S)NCCc3ccccc3)CC2)c(Cl)c1
    98.4	-0.1	-4.8	100.5	3.7	98.4	99.4	-0.4
- Cc1ccc(C(=O)CN2C(=O)NC3(CCCCC3C)C2=O)s1 (stereo unspecified)
    97.6	5.6	9.9	94.1	-14.5	97.8	102.2	0.8
- CCC1CCCCN1CCCNC(=O)Cn1c2ccccc2c2nc(=O)cc(C)n21 (stereo unspecified)
    105.0	10.8	-1.6	105.5	9.5	101.1	108.8	15.3
- CCC(C)(C)NC(=O)C(c1ccc(F)cc1)N(Cc1ccc(OC)cc1)C(=O)c1cnccn1 (stereo unspecified)
    96.5	6.2	3.9	97.3	1.7	101.6	104.6	4.6
- CCN(CCn1cccn1)C(=O)CCc1nnc(CCc2ccccc2OC)o1
    103.3	-2.1	9.3	108.4	5.6	87.8	103.3	9.4
- Cc1ccsc1C(=O)N1CCCC(CCC(=O)N2CCN(c3ccccn3)CC2)C1 (stereo unspecified)
    100.8	9.1	4.0	104.4	-4.8	92.6	100.9	0.3
- COc1cc(NC(=O)c2cccs2)c(OC)cc1NC(=O)CCC(=O)Nc1ccc(C)cc1
    116.2	-6.7	7.7	107.0	6.4	93.8	108.1	0.9
- O=C(N/N=C/C1CCCCC1)c1ccccn1
    100.9	3.0	-6.3	96.3	6.9	106.3	101.7	13.7
- O=C(CCNS(=O)(=O)c1cccs1)N1CCc2ccccc2C1
    102.0	13.2	-1.4	98.6	1.9	102.3	100.6	17.2
- Cc1cccc(NC(=O)COC(=O)c2nn(C)c(=O)c3ccccc23)c1C
    94.1	-6.9	7.1	100.4	6.6	99.7	93.6	-1.9
- NCCCCCCNS(=O)(=O)c1cccc2c(Cl)cccc12
    98.2	-4.3	0.6	94.5	1.9	93.4	89.3	-2.5
- Cc1ccc2[nH]c(=O)c(C(c3nnnn3CC3CCCO3)N3CCc4ccccc4C3)cc2c1 (stereo unspecified)
    98.0	-13.7	-31.2	97.3	-4.4	100.8	98.4	6.7
- COc1ccccc1NC(=O)CC(NCc1ccccc1)C(=O)O (stereo unspecified)
    92.0[may fluoresce violet]	2.9	-3.7	95.6	6.2	91.0[may fluoresce violet]	89.9[may fluoresce violet]	-0.3
- CC(C(=O)OCC(=O)Nc1ccc(S(N)(=O)=O)cc1)N1C(=O)c2ccccc2C1=O (stereo unspecified)
    100.7	0.1	9.4	87.2	-11.3	89.1	100.3	-0.5
- Cc1cc(Cl)ccc1OCCCC(=O)NCc1ccccn1
    97.9	-0.2	3.6	117.5	-4.1	100.8	99.2	0.6
- COc1cc(OC)cc(-c2nn[nH]n2)c1
    98.7	7.5	-8.7	108.2	2.5	98.2	108.7	0.2
- Cc1nn(CCCC(=O)Nc2cc(Oc3ccc(F)cc3)cc([N+](=O)[O-])c2)c(C)c1[N+](=O)[O-]
    99.4	5.1	7.7	87.5	6.5	97.0	101.4	-2.3
- Cc1cnc(C)c(N2CCC(C(=O)NCc3cccs3)CC2)n1
    89.7	-1.6	-0.5	86.5	0.5	83.5	90.1	-0.4
- O=C1C(NS(=O)(=O)c2cccs2)=C(N2CCN(c3cccc(C(F)(F)F)c3)CC2)C(=O)c2ccccc21
    90.3	4.7	-9.8	133.1	-0.2	90.7	91.8	7.2
- COCCSc1ccccc1C(=O)N1CCN(c2ccccc2OC)CC1
    98.4	4.1	-0.2	102.5	-4.7	116.5	94.6	0.0
- Cc1ccc(C(=O)NCCNc2nc3cc(C)c(C)cc3cc2C)cc1
    104.2	0.0	8.9	101.4	4.5	91.8	101.5	81.8*
- CCCNS(=O)(=O)c1ccc(OCC(=O)Nc2ccc3c(c2)OCO3)cc1
    90.6[may fluoresce violet]	2.1	-6.6	113.0	1.3	98.9[may fluoresce violet]	89.5[may fluoresce violet]	7.1
- CC(C)c1ccc(NC(=O)c2sccc2-n2cccc2)cc1
    90.4	-4.7	4.8	96.4	0.8	91.7	92.6	84.4*
- CCOC(=O)c1ccc(-n2[nH]c(-c3ccccc3)cc2=O)cc1
    94.8	-18.5	5.5	102.3	-5.4	145.2	94.4	2.8
- COC(c1ccccc1)c1nnc(CCC(=O)NC2CCCCC2)o1 (stereo unspecified)
    97.2	7.6	17.9	95.9	5.7	115.2	88.5	3.1
- O=C(CNCc1cccs1)Nc1ccc(N2CCCCCC2)cc1
    94.2	-3.1	1.0	86.9	5.4	92.1	93.6	5.1
- COc1cccc(C2CC(c3cccs3)=NN2C(=O)CCC(=O)O)c1OC (stereo unspecified)
    98.6	-1.9	3.2	100.3	1.2	91.3	97.5	3.7
- O=C(/C=C/c1ccc2ccccc2n1)c1cc(Cl)ccc1O
    95.6	-15.8	-12.6	140.6	-16.9	105.0	110.7	44.1
- COc1ccc(C(=O)COc2ccc(F)cc2)c(O)c1C
    93.5	-23.6	-5.0	116.7	-1.2	92.7	94.3	0.2
- O=C(/C=N/O)Nc1ccccc1
    91.6	-15.1	4.3	84.6	2.5	91.6	94.4	0.3
- O=C(N/N=C/c1ccc([N+](=O)[O-])o1)c1cc2ccccc2o1
    110.0	-0.1	8.2	97.4	0.4	144.9	121.8	9.6
- NC(=O)c1nsc(C(=O)N(CC(=O)NC2CCCCC2)c2cccc(F)c2)c1N
    108.9	11.7	2.8	99.4	3.1	97.3	103.6	5.9
- CCN(CC)CC1(O)CCN(C(=O)c2ccc(Cl)c(Cl)c2)CC1
    92.6	-5.8	0.1	93.1	-5.8	82.3	96.0	10.4
- O=C(Nc1cccc(O)c1)c1ccc(NC(=O)C2CCCO2)cc1 (stereo unspecified)
    100.8	-3.3	8.5	105.7	-5.4	90.2	101.6	-2.8
- COc1ccc(N)c2c1C(=O)c1ccccc1C2=O
    89.1	-8.5	0.5	106.0	-7.5	88.4	94.3	2.2
- CN(Cc1ccc(O)cc1)C1CCCCC1
    98.0	-22.2	5.8	87.0	-3.1	97.0	101.0	0.9
- Cc1cc(C)n(-c2nc(NCc3cccnc3)c3c4c(sc3n2)COC(C)(C)C4)n1
    101.0	0.5	6.0	110.3	12.5	99.5	105.3	4.8
- CN1C=CC=C/C1=C1\SC(=S)N(c2ccccc2)C1=O
    101.0	-1.0	-0.5	104.6	-9.3	98.1	101.8	-2.5
- O=C(Nc1cccc(Cl)c1)N1CCCCCC1
    107.8	8.7	7.4	101.6	4.6	88.0	108.9	1.3
- CCOC(=O)C1CCCN(CCC(=O)Nc2ccc(F)c(F)c2)C1 (stereo unspecified)
    94.1	6.0	-9.4	96.3	1.2	97.2	92.8	-0.4
- COc1cc(NC(=O)c2ccccc2[N+](=O)[O-])ccc1NC(=O)C(C)C
    102.7	9.2	0.1	97.3	-1.0	95.2	103.5	4.4
- COc1ccccc1/C=C/C=N/NC(=O)c1cc(-c2ccco2)[nH]n1
    97.6	-19.4	-3.7	77.2	-4.9	83.2	84.7	10.6
- C=CCN(CC=C)S(=O)(=O)c1ccc(NC(=S)NC(=O)/C=C/c2ccc(C)cc2)cc1
    99.2	-4.3	11.6	112.8	-3.4	94.3	101.8	-1.8
- COc1cc2c(cc1OC)CN(C(C)C(=O)N1CCc3ccccc31)CC2 (stereo unspecified)
    95.8	-5.9	5.1	81.3	1.1	96.0	99.0	1.8
- CC(NC(=O)c1cccs1)C(c1cccs1)N1CCOCC1 (stereo unspecified)
    92.2	-1.4	-4.5	114.0	4.9	99.0	97.2	-0.2
- Cc1ccc(-c2nnn(CC(=O)N(c3ccc(F)cc3)C(C(=O)NC3CCCC3)c3ccco3)n2)o1 (stereo unspecified)
    98.3	9.3	-2.8	109.9	-4.5	101.5	102.4	-1.0
- COc1ccc(NC(=O)c2noc3c2CCC3)cc1
    96.1	-4.9	-1.4	100.1	-2.6	101.5	101.2	-3.1
- Cc1ccc(C(=O)Nc2ccc(N3CCOCC3)cc2)cc1
    93.5	5.3	1.5	98.2	2.2	102.8	102.1	-0.7
- N#Cc1ncc(-c2ccc3c(c2)OCCOCCOCCOCCOCCO3)nc1C#N
    98.3	-3.6	-2.3	76.7	2.9	97.5	99.3	-5.4
- O=C(COc1ncnc2ccccc12)Nc1cccc(S(=O)(=O)N2CCOCC2)c1
    96.3	1.3	-9.1	109.4	6.8	106.9	117.3	-1.4
- COc1ccc(-c2nc(CS(=O)(=O)CC(=O)NCc3cccc(F)c3)c(C)o2)cc1
    94.4	-5.7	4.8	99.5	-9.9	101.5	94.2	2.3
- CNc1nc(SC)nc(N(C#N)CC(=O)OC)n1
    98.0	-1.7	10.2	100.3	-2.9	94.2	104.2	1.8
- CCCN(CC(=O)Nc1ccccc1C)C(=O)c1cc(C)oc1C
    96.1	10.5	-5.8	94.6	9.1	103.3	99.6	5.2
- CC(=O)n1cc([C@@H]2C=C(C(=O)NCc3ccccc3)O[C@H](OCCCCO)C2)c2ccccc21
    94.3	-7.3	-3.4	97.4	-4.5	110.3	93.7	73.0*
- CC(C)(Oc1ccc(Cl)cc1)C(=O)NCc1ccco1
    97.5	-12.1	-5.4	161.4	2.2	107.8	102.1	1.6
- COc1ccc(CNC(=O)[C@@H](C)NC(=O)C2CCN(C(=O)[C@@H](N)CCSC)CC2)cc1
    87.1	3.5	2.2	103.5	-0.8	93.9	88.7	0.1
- Cc1cc2c(cc(C(=O)N3CCC(C(=O)N4CCCC4)CC3)n2Cc2c(F)cccc2Cl)o1
    100.6	-4.7	-17.3	101.0	0.3	99.4	96.6	-0.9
- C[C@H](CO)N1C[C@H](C)[C@@H](CN(C)C(=O)Nc2ccc3c(c2)OCO3)Oc2c(NS(=O)(=O)c3cn(C)cn3)cccc2C1=O
    /	-16.5	-0.8	75.1	-1.3	/	/	2.5
- O=C(NCc1ccc2c(c1)OCO2)c1ccccc1Cl
    108.8	-23.5	7.8	95.7	10.1	121.6	103.1	4.4

Exported field by field: two of the compounds above
C[C@H](CO)N1C[C@H](C)[C@@H](CN(C)C(=O)Nc2ccc3c(c2)OCO3)Oc2c(NS(=O)(=O)c3cn(C)cn3)cccc2C1=O
  RPL19A-GFP yeast: /
  GASC-1 inh: -16.5
  procasp7 counter: -0.8
  CR mimetic SO: 75.1
  proCasp3 act: -1.3
  LAP4 TOR yeast: /
  MEP2 TOR yeast: /
  AHR act: 2.5
O=C(/C=N/O)Nc1ccccc1
  RPL19A-GFP yeast: 91.6
  GASC-1 inh: -15.1
  procasp7 counter: 4.3
  CR mimetic SO: 84.6
  proCasp3 act: 2.5
  LAP4 TOR yeast: 91.6
  MEP2 TOR yeast: 94.4
  AHR act: 0.3
